Cdc42 wt: modulators of GTP binding to wildtype Cdc42, primary screen, biochemical, multiplex bead flow cytometry, Bodipy-GTP; Cell division control protein 42 homolog (Homo sapiens), P60953; GST-Cdc42 beads; actives lie on both sides; percent activity (GTP binding), % at 10 µM; hit rate 0.2% among 190,000; AID 761, 2007;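 active = percent activity GTP binding at least 20 points away from the 100% baseline, either down as inhibitor or up as activator; inconclusive = compound flagged as likely green fluorescent from well-wide comparison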;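 also: median bead fluorescence of bound Bodipy-FL-GTP at 100 nM; 0% = excess unlabeled GTP control and 100% = no compound control; below 100% means less GTP binding so inhibitor and above means activator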
Target sequence (P60953 whole entry, looked up): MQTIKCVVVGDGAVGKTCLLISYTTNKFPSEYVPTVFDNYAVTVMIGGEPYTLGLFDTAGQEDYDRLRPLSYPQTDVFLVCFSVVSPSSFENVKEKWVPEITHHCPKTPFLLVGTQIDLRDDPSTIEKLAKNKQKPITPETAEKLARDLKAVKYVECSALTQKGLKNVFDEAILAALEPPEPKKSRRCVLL
Rac1 act GTP bind: GTP binding modulators of activated mutant Rac1, primary screen, biochemical, bead-based flow cytometry, multiplex, fluorescent GTP | hit rate 0.11% among 190,000 | GST-Rac1 activated beads; actives lie on both sides; 100% means binding = to untreated wells | percent activity (GTP binding), % at 10 µM | Ras-related C3 botulinum toxin substrate 1 (Homo sapiens), P63000;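 active = GTP binding at least 20 percentage points away from the 100% baseline, in either direction, so actives lie on both sides; inconclusive = Compound likely fluorescent itself, or too few beads counted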
Avidin fluor: green autofluorescence of compounds with avidin beads – biophysical, 488/530 nm, flow cytometry, artefact control, profiling panel | compound fluorescence 488/530 nm; stronger effect = higher value | fluorescence (KMESF) at 10 µM | hit rate 0.38% among 220,000; in the data active = fluorescence above about 47; also: inactives centre near 10
Mcl1 Noxa PPI: Mcl-1/Noxa binding inhibitors, primary screen, biochemical, TR-FRET, 1536-well; AID 1022, 2008; TR-FRET Mcl-1/Noxa peptide binding, 2 h; Induced myeloid leukemia cell differentiation protein Mcl-1 (Homo sapiens), Q07820; inhibition, % at 21.7 µM; hit rate 1.5% among 220,000;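 active = compounds that cut the protein-peptide binding signal by more than 50% relative to plate controls in a single-dose test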;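 also: His-tagged Mcl-1 with rhodamine Noxa BH3 peptide and terbium anti-His antibody; 0% = Mcl-1 plus Noxa peptide wells and 100% = peptide-only wells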
Target sequence (Q07820 whole entry, looked up): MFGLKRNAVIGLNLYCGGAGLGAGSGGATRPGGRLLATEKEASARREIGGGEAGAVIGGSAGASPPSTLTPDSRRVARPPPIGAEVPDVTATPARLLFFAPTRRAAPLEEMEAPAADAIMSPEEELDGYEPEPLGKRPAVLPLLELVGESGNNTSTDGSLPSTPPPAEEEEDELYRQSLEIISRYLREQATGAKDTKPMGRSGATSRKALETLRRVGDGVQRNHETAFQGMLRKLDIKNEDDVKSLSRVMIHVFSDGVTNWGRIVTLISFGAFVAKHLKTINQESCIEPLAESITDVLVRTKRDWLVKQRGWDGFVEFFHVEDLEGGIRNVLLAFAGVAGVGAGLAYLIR
Rac1 wt modul: wildtype Rac1 GTP binding modulators, primary screen, biochemical, GST-Rac1 beads, flow cytometry, multiplex. Ras-related C3 botulinum toxin substrate 1 (Homo sapiens), P63000. fluorescent GTP binding; actives lie on both sides; 0 = cold GTP competed, 100 = untreated. GTP binding activity (% of control), % at 10 µM. hit rate 0.27% among 190,000. AID 757, 2007;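 active = GTP binding activity at least 20 points away from the 100% control level, either lower or higher; inconclusive = compound flagged as likely green fluorescent, judged across all proteins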
Bim-Mcl-1: inhibitors of Bim peptide binding to Mcl-1, primary screen, biochemical, bead-based flow cytometry, multiplex; Bim peptide-Mcl-1 binding; hit rate 0.1% among 190,000; inhibition, % at 10 µM; Induced myeloid leukemia cell differentiation protein Mcl-1 (Homo sapiens), Q07820; AID 1009, 2008; in the data active = inhibition above about 40%;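 also: 0% = no compound tracer wells and 100% = peptide blocker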
HRas wt GTP: modulators of GTP binding to HRas wildtype, primary screen, biochemical, bead-based flow cytometry, multiplex; GST-Ras wt beads, Bodipy-FL-GTP binding; actives lie on both sides; GTP binding activity, % at 10 µM; hit rate 0.14% among 190,000; GTPase HRas (Homo sapiens), P01112;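 active = GTP binding activity at least 20% away from the 100% baseline, either lowered as inhibitor or raised as activator; inconclusive = flagged as likely green fluorescent, judged across all proteins in the well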;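 also: 0% = unlabeled GTP competition control and 100% = no-compound control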
Target sequence (P01112 whole entry, looked up): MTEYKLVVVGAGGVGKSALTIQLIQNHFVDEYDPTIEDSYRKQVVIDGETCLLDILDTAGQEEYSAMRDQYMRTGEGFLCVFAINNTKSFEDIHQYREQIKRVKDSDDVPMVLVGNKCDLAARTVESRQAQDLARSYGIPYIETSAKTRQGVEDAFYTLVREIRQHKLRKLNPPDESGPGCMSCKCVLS
Rab2 wt GTP: modulators of GTP binding to Rab2A wildtype, primary screen, biochemical, dog, bead-based flow cytometry, multiplex | hit rate 0.19% among 190,000 | GST-Rab2 wt beads, Bodipy-GTP binding | GTP binding activity, % at 10 µM | Ras-related protein Rab-2A (Canis lupus familiaris), P61105;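 active = GTP binding activity at least 20 points away from 100%, either lowered or raised; inconclusive = signal likely due to the compound's own green fluorescence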;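 also: 0% = beads with excess unlabeled GTP and 100% = no-compound control corrected for plate trend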
Rab7 wt modul: modulators of GTP binding to Rab7, primary screen, biochemical, wildtype, multiplex bead flow cytometry | Rab7 GTPase wild type (dog), Bodipy-FL-GTP binding | GST-Rab7 beads, fluorescent GTP binding; actives lie on both sides; untreated = 100%, excess cold GTP = 0% | GTP binding activity (percent of control), % at 10 µM | hit rate 0.055% among 190,000 | AID 758, 2007;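 active = fluorescent GTP binding to Rab7 beads changed by at least 20 points from the 100% baseline, either direction, mostly lower; inconclusive = compound itself probably fluorescent, or too few beads counted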;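 also: median green fluorescence of bound Bodipy-FL-GTP per Rab7 bead population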
Pf gamet viab: late stage P. falciparum gametocyte viability inhibitors, primary screen, ATP luminescence, HTS; P. falciparum stage V gametocytes, 24 h; inhibition, % at 10.9 µM; hit rate 0.065% among 150,000; AID 743093, 2013;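 active = inhibition above the mean plus 3 SD of compounds within the control limits, set per campaign, cut at about 38% in these data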;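 also: 0% = DMSO wells and 100% = medium only without gametocytes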
Mcl1 Bid PPI: Mcl-1/Bid binding inhibitors, primary screen, biochemical, TR-FRET, 1536-well; Induced myeloid leukemia cell differentiation protein Mcl-1 (Homo sapiens), Q07820; TR-FRET Mcl-1/Bid-Dy647 peptide binding; inhibition, % at 21.7 µM; hit rate 0.97% among 220,000;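 active = compounds that cut the binding signal by more than half at the single screening dose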;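 also: His-tagged Mcl-1 with europium anti-His antibody binding Bid BH3 peptide; 0% = Mcl-1 plus peptide wells and 100% = peptide-only wells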
* hit, by the source's call; ? = inconclusive; . = not tested or not shown.

SMILES	Cdc42 wt	Rac1 act GTP bind	Avidin fluor	Mcl1 Noxa PPI	Rac1 wt modul	Bim-Mcl-1	HRas wt GTP	Rab2 wt GTP	Rab7 wt modul	Pf gamet viab	Mcl1 Bid PPI
Cc1cccc(-n2nnc(C(=O)NCc3ccccc3Cl)c2N)c1	98	99	13	-3	99	0	100	100	105	-14	-23
COC(=O)C1CCN(S(=O)(=O)Cc2ccccc2)CC1	102	99	12	15	104	-6	100	101	100	-7	-13
COc1ccc(NC(=S)N2CCC(C(=O)N3CCCCCC3)CC2)cc1	97	98	6	-1	99	-3	98	97	94	.	-34
Cc1ccc2[nH]c(=O)c(CN(Cc3cccs3)C(=S)NCc3ccco3)cc2c1	101	99	10	10	103	-2	99	99	102	6	-26
N#Cc1sc2nc(-c3cccs3)cc(-c3ccc(Cl)cc3)c2c1N	96	94	21	8	97	0	96	95	98	.	-13
O=C(Nc1ccccc1-c1ccccc1NC(=O)c1ccco1)c1ccco1	98	96	6	11	100	-1	96	96	92	.	-5
CCOC(=O)c1sc(NC(=O)c2cccc(S(=O)(=O)N3CCN(C)CC3)c2)cc1C	95	95	8	7	93	2	94	93	94	-1	-8
O=C(O)c1cc([N+](=O)[O-])c(NCCC2=CCCCC2)c([N+](=O)[O-])c1	91	90	10	23	94	0	94	91	94	.	13
Cc1cnc(C(=O)OCC(=O)Nc2cc(S(=O)(=O)N3CCCCC3)ccc2Cl)cn1	99	102	3	18	103	-5	101	97	98	.	2
CCCOc1ccc(/C=N/Nc2cccc([N+](=O)[O-])c2)c(O)c1	97	99	6	2	105	-1	101	99	100	.	-65
O=c1oc2ccccc2c(Nc2cccc3ccccc23)c1[N+](=O)[O-]	91	89	9	.	87	-2	93	90	89	0	18
c1ccc2[nH]c(NCCCN3CCOCC3)nc2c1	105	99	40	4	107	-4	105	105	109	12	-13
CCn1c2ccccc2c2cc(NC(=O)COc3ccc(OC)cc3)ccc21	100	97	11	4	100	0	101	98	95	.	-5
COc1ccccc1OCc1ccc(C(=O)NCC2CCCO2)o1 (centres undefined)	108	99	14	-6	111	0	107	105	104	-11	-11
Cc1nc2c(Br)cc(Br)cc2cc1O	105	101	8	4	109	-3	101	101	101	.	-22
Cc1n[nH]c(=O)nc1N1CCN(c2ccccc2)CC1	?	?	10	.	?	-5	?	?	?	-31	-32
Oc1ccc2ccccc2c1C=Nc1cc(C(F)(F)F)ccc1N1CCCC1	105	100	19	-11	115	2	105	101	102	.	-21
Cc1ccc(-n2c(=S)[nH]c3[nH]ncc3c2=O)cc1	98	101	12	22	100	-6	99	99	98	-5	-63
CC(=O)NN1C(=O)/C(=C\c2ccc(Cl)cc2)SC1=S	88	86	11	13	93	2	87	86	94	7	-39
Cc1c(C(=O)NCCc2ccc(S(N)(=O)=O)cc2)cccc1[N+](=O)[O-]	96	94	19	15	93	-1	92	97	98	20	-3
CC(C)(C)c1ccc(Oc2ccc(NC(=O)C3CC=CCC3C(=O)O)cc2)cc1 (centres undefined)	99	88	9	3	95	0	96	92	96	-22	-2
COc1ccccc1-c1nnc(SCc2ccccn2)n1C	104	102	1	-2	108	0	103	103	98	.	-17
CCOC(=O)c1c(C)[nH]c2cc(Br)c(O)cc12	?	?	5	22	?	-2	?	?	?	-32	-26
Fc1ccc(C2CCCN2Cc2nc(-c3cnccn3)no2)cc1 (centres undefined)	97	96	14	-2	102	-7	98	98	100	5	-37
NC(=O)NC(=O)COC(=O)c1cccc(NS(=O)(=O)/C=C/c2ccccc2)c1	96	94	10	2	96	-2	100	97	102	15	-6

Next section:
SMILES	Cdc42 wt	Rac1 act GTP bind	Avidin fluor	Mcl1 Noxa PPI	Rac1 wt modul	Bim-Mcl-1	HRas wt GTP	Rab2 wt GTP	Rab7 wt modul	Pf gamet viab	Mcl1 Bid PPI
CNC(=O)CSc1nnc(COc2ccc(Cl)cc2)n1CCOC	101	97	25	-10	101	-4	99	98	104	.	-17
CCC(C)NC(=O)c1ccc(NC(=O)C2CCCO2)cc1 (centres undefined)	104	98	10	15	107	0	102	100	104	.	-12
Cc1cc(NC(=O)COC(=O)CCNS(=O)(=O)c2c(Cl)cccc2Cl)no1	98	97	10	10	99	0	98	98	96	-19	-9
c1ccc(COc2cccc(CN3CCN(c4ccccn4)CC3)c2)cc1	96	93	21	12	96	0	95	97	96	-7	23
COCCNC(=O)NC12CC3(C)CC(C)(CC(C)(C3)C1)C2	96	95	8	5	97	0	100	99	101	-26	-21
Cc1ccc(S(=O)(=O)N2Cc3ccccc3CC2C(=O)Nc2ccc3c(c2)OCO3)cc1 (centres undefined)	103	99	4	32	109	0	103	102	102	-46	-38
CC(=O)Nc1ccc(OS(=O)(=O)c2c(C)cc(C)cc2C)cc1	98	97	10	24	102	0	102	102	107	-13	-15
Cc1occc1C(=O)Nc1ccc(OCc2ccccc2)cc1	100	91	9	-2	100	2	97	99	99	22	-1
CCOC(=O)c1c(C)nc(C)c(C(=O)OCC)c1-c1cccc(N)c1	101	96	10	9	102	1	99	98	99	.	-38
Cc1cc(NC(=O)c2ccc3c(c2)OCCO3)ccc1NC(=O)c1cc2ccccc2o1	88	90	16	-11	88	2	94	91	98	-2	-14
CCCCCCCCCn1c2c(c(=N)c3c1CCC3)CCC2	108	101	6	12	107	-46	102	103	99	.	3
Oc1ccccc1C1=NCCNC(C(F)(F)C(F)F)=C1	109	102	9	6	106	-1	105	105	103	.	-33
CCCNC(=O)c1cccc(COCC(F)(F)C(F)F)c1	103	99	14	-21	107	-5	99	100	102	18	5
CC1Oc2ccccc2N(CC(=O)N2CCCc3ccccc32)C1=O (centres undefined)	104	100	9	7	105	2	102	99	102	.	-30
COc1ccc2c(CC(=O)Nc3ccc(N4CCOCC4)cc3)coc2c1	97	93	9	24	93	-2	98	99	101	15	-52
COc1ccc(NC2CC(=O)N(C(C)C)C2=O)cc1 (centres undefined)	101	96	19	18	98	-1	98	97	96	.	-32
CS(=O)(=O)NCCCNc1ccc(Cl)cc1[N+](=O)[O-]	100	100	10	-16	105	-53	101	101	100	17	-106
CCc1nnc(NC(=O)CSc2nnc(-c3ccc(OC)cc3)n2C)s1	99	97	17	-14	100	-3	100	98	99	21	25
CC1(C)CC(=O)C2=C(C1)N(CC1CCCO1)C(=O)NC2(C(F)(F)F)C(F)(F)F (centres undefined)	102	100	33	-1	102	-3	102	103	103	.	-6
O=C(NCCc1ccccc1F)C1CCCN1S(=O)(=O)c1ccccc1 (centres undefined)	108	99	23	0	107	-3	104	100	102	1	-46

Sorted by heavy-atom count (rising): some entries from above.
SMILES	Cdc42 wt	Rac1 act GTP bind	Avidin fluor	Mcl1 Noxa PPI	Rac1 wt modul	Bim-Mcl-1	HRas wt GTP	Rab2 wt GTP	Rab7 wt modul	Pf gamet viab	Mcl1 Bid PPI
CS(=O)(=O)NCCCNc1ccc(Cl)cc1[N+](=O)[O-]	100	100	10	-16	105	-53	101	101	100	17	-106
Oc1ccccc1C1=NCCNC(C(F)(F)C(F)F)=C1	109	102	9	6	106	-1	105	105	103	.	-33
CCC(C)NC(=O)c1ccc(NC(=O)C2CCCO2)cc1 (centres undefined)	104	98	10	15	107	0	102	100	104	.	-12
CCCCCCCCCn1c2c(c(=N)c3c1CCC3)CCC2	108	101	6	12	107	-46	102	103	99	.	3
Cc1occc1C(=O)Nc1ccc(OCc2ccccc2)cc1	100	91	9	-2	100	2	97	99	99	22	-1
CNC(=O)CSc1nnc(COc2ccc(Cl)cc2)n1CCOC	101	97	25	-10	101	-4	99	98	104	.	-17
CC1Oc2ccccc2N(CC(=O)N2CCCc3ccccc32)C1=O (centres undefined)	104	100	9	7	105	2	102	99	102	.	-30
O=C(NCCc1ccccc1F)C1CCCN1S(=O)(=O)c1ccccc1 (centres undefined)	108	99	23	0	107	-3	104	100	102	1	-46
Cc1cc(NC(=O)COC(=O)CCNS(=O)(=O)c2c(Cl)cccc2Cl)no1	98	97	10	10	99	0	98	98	96	-19	-9
CC1(C)CC(=O)C2=C(C1)N(CC1CCCO1)C(=O)NC2(C(F)(F)F)C(F)(F)F (centres undefined)	102	100	33	-1	102	-3	102	103	103	.	-6
Cc1cc(NC(=O)c2ccc3c(c2)OCCO3)ccc1NC(=O)c1cc2ccccc2o1	88	90	16	-11	88	2	94	91	98	-2	-14

Screens deposited in PubChem by several laboratories.
